Polio RdRp inh = poliovirus RNA polymerase inhibition | P03300 | poliovirus polymerase elongation, fluorescence polarization; hits give low values | % elongation, % (compound at 16.7 µg/mL) | 150,000 tested, 0.66% active | AID 588519; in the data active = % elongation below about 90%; note: some results filed as inactive read as strong as hits
Target sequence (P03300 1749-2209 limits assumed): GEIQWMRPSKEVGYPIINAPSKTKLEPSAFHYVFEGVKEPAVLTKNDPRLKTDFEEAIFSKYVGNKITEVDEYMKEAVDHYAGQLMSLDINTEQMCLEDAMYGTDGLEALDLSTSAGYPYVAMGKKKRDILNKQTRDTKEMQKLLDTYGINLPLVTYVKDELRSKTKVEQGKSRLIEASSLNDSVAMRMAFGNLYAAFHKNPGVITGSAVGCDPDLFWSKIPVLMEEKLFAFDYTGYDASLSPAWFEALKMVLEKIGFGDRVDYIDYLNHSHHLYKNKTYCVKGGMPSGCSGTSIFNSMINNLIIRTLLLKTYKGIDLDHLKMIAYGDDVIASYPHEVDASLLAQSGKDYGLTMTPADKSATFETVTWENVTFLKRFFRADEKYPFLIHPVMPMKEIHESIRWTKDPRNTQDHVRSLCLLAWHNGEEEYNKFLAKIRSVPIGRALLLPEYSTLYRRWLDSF
Polio RdRp inh FP z-score = second read-out of Polio RdRp inh, no call of its own (marks repeat the call); z-score; measured here: FP z-score; hits read low
Active calls of the source: *; & = joins results of further samples. Only part of the results is shown; rates above refer to the full screens.

Start of the data: the first three records, to show the layout:
Below each SMILES – Polio RdRp inh FP z-score | Polio RdRp inh
CCOc1cc2c(cc1OCC)C1C(C(=O)N(C)Cc3ccccc3)c3ccccc3C(=O)N1CC2 (configuration not stated)
 : 0.8 | 104.0
O=C(Cn1cnc2c(nc3n2CCCCC3)c1=O)N1CCCCCC1
 : 0.1 | 103.0
CCOC(=O)N1CCN(S(=O)(=O)c2cccc3ccc(C)nc23)CC1
 : 0.3 | 102.0

This part in full, previewed entries included:
Below each SMILES – Polio RdRp inh FP z-score | Polio RdRp inh
CCOc1cc2c(cc1OCC)C1C(C(=O)N(C)Cc3ccccc3)c3ccccc3C(=O)N1CC2 (configuration not stated)
 : 0.8 | 104.0
O=C(Cn1cnc2c(nc3n2CCCCC3)c1=O)N1CCCCCC1
 : 0.1 | 103.0
CCOC(=O)N1CCN(S(=O)(=O)c2cccc3ccc(C)nc23)CC1
 : 0.3 | 102.0
O=C(CSc1nccc(=O)[nH]1)NC1CCCCCC1
 : -0.2 | 101.0
Cc1ccc(/C=c2\sc3ncnn3c2=O)o1
 : -2.8 | 90.0
Clc1ccc(C(c2ccccc2)N2CCNCC2)cc1 (configuration not stated)
 : 0.3 | 101.0
Cc1ccc2oc(=O)c3cc(C(=O)Nc4ccccc4C(N)=O)sc3c2c1
 : 0.1 | 105.0
O=C(Cc1cccc(C(F)(F)F)c1)NCC(c1ccco1)N1CCCCC1 (configuration not stated)
 : 1.5 | 113.0
CC1Cc2ccccc2N1C(=O)COc1cccc2c1OC(C)(C)C2 (configuration not stated)
 : 0.2 | 104.0
Cc1ccc(NC(=O)c2ccc(NC(=O)N3CCSc4ncccc43)cc2)cc1Cl
 : -0.3 | 104.0
CCCN(C(=O)[C@H]1[C@@H]2C[C@@H]3[C@H]1C(=O)O[C@@H]3C2)c1c(C)cc(C)cc1C
 : 0.2 | 103.0
CCC(C)NC(=O)c1cnn(-c2ccc(Cl)cc2)c1C1CCN(C(=O)OC(C)(C)C)CC1 (configuration not stated)
 : 0.4 | 110.0
O=c1c(N2CCC3(CC2)OCCO3)csc2ccccc12
 : 0.9 | 102.0
Cc1cc(C)c(NS(=O)(=O)c2cc(-c3cnc(C4CC4)o3)ccc2C)c(C)c1
 : -0.3 | 103.0
COc1ccc(Br)cc1CNC(=O)c1cc(=O)[nH]c2ccc(S(=O)(=O)N3CCCC3)cc12
 : 0.2 | 111.0
O=C(/C=C/c1ccco1)Nc1ccc(Cl)c(-c2nc3cc(Cl)ccc3o2)c1
 : 0.4 | 106.0
COc1cccc(Cn2c(=O)n(-c3ccc(C)c(F)c3)c(=O)c3sc4ccccc4c32)c1
 : 0.4 | 107.0
O=C(O)CCc1nc2c(cnn2-c2ccccc2)c(=O)[nH]1
 : 0.1 | 101.0
COc1ccc(NC(=O)C2Cc3ccccc3CN2S(=O)(=O)c2ccccc2)cc1OC (configuration not stated)
 : 0.4 | 109.0
CCc1cc2c(cc3c(=O)n(CC(=O)N4CCN(c5cccc(C)c5C)CC4)nc(CC)n32)s1
 : -0.9 | 103.0
NCC(CC(=O)O)c1ccc(Cl)cc1 (configuration not stated)
 : -0.1&0.3 | 100.0&101.0
Cc1ccccc1NC(=O)Cc1nc(Cn2cc(S(=O)(=O)N3CCCC3)ccc2=O)cs1
 : 0 | 103.0
FC(F)(F)c1cccc(N=Cc2ccccc2)c1
 : -0.5 | 98.0
Cc1ccc(OCCNC(=O)c2ccc(C)o2)cc1
 : 0.9 | 108.0
COc1cccc(NC(=O)CC(C)S(=O)(=O)c2ccc3c(c2)NC(=O)CO3)c1 (configuration not stated)
 : -0.5 | 103.0
COc1ccc(N/C(N)=N/c2nc(C)cc(=O)[nH]2)cc1
 : 0.3 | 103.0
CC(=O)NC1(C(F)(F)F)C(=O)Nc2c1c(=O)n(C)c(=O)n2C (configuration not stated)
 : -0.2 | 101.0
N#Cc1ccccc1CSc1nc2ccccc2n1-c1ccccc1
 : 3.7 | 129.0
CC(=O)c1ccc(N2CCN(C(=O)C3CCN(S(=O)(=O)c4c(C)noc4/C=C/c4ccc(C)cc4)CC3)CC2)cc1
 : 1.5 | 112.0
CN1CCC(N(C)C(=O)c2cc(-c3ccccc3Cl)nc3ccccc23)CC1
 : 0 | 101.0
C/C(Nc1nc(-c2cc(C)n(Cc3ccccc3Cl)c2C)cs1)=C(/C#N)C(N)=O
 : -0.1 | 103.0
COc1ccccc1CNC(=O)c1cccc(NC(=O)N2CCSc3ncccc32)c1
 : 0.2 | 106.0
O=C(COc1ccc(Cl)cc1)N1CCCC1
 : -0.2 | 100.0
COc1ccc(-c2cc(C(F)F)n3ncc(C(=O)Nc4cc(OC)ccc4OC)c3n2)cc1
 : 0.4 | 108.0
CC(C)c1ccc(-n2c(-c3ccco3)nc3c(cnn3-c3ccc(Cl)cc3)c2=O)cc1
 : -0.3 | 100.0
COc1ccc(Br)cc1CNC(=O)C1COc2ccccc2C1 (configuration not stated)
 : 0.5 | 109.0
COc1ccc(N2CCN(C(=O)c3sc4nc5n(c(=O)c4c3C)CCC5)CC2)cc1
 : 0.9 | 111.0
CC(C)c1cc(NS(=O)(=O)c2ccccc2)c(O)c(C(C)C)c1
 : -0.3 | 100.0
CC(=O)c1cccc(NC(=O)c2ccc(-n3c(C)nnc3C)cc2)c1
 : -1.4 | 101.0
CCC(=O)N(c1nnc(SCC(=O)NC(=O)c2ccccc2OC)s1)C1CC1
 : 0 | 102.0
COc1cccc(CNC(=O)C2CCN(C(=O)c3sccc3-n3cccc3)CC2)c1
 : 0.2 | 111.0
CC(C)(C)c1ccc(OCCCC(=O)N2CCOCC2)cc1
 : -0.2 | 101.0
Cc1nc2ccccc2nc1SCC(=O)NC1CCCCC1
 : 0.6 | 103.0
Brc1ccc2c(c1)NC(c1cccnc1)=NC(c1ccccc1)=N2
 : 0.9 | 112.0
Cc1ccccc1Nc1nc(N)nc(COc2ccc(F)cc2C(=O)c2cc(C#N)c(=O)n(C(C)C)c2)n1
 : 0.2 | 103.0
CC(=O)OC(C)C[N+](C)(C)C (configuration not stated)
 : 0&0.5 | 100.0&101.0
COc1cc(C(=O)Nc2ccc3nn(-c4ccc(F)cc4)nc3c2)cc(OC)c1OC
 : 0.1 | 105.0
Nc1ccc(-c2nnn(CC(=O)N3CCCC3)n2)cc1
 : -0.3 | 101.0
CCOC(=O)C(C)NC(=O)c1c(C)oc2ncn(CC(C)C)c(=O)c12 (configuration not stated)
 : 0 | 107.0
O=C(COn1nnc2ccccc21)N1CCC(Cc2ccccc2)CC1
 : 0.3 | 105.0

Remaining list, next part
Below each SMILES – Polio RdRp inh FP z-score | Polio RdRp inh
CCCN(CCC)C(=O)C1=C(C)C(=O)OC12CCC(C)CC2 (configuration not stated)
 : 1.9 | 104.0
CCc1ccc(CNCc2c(C(=O)O)n(Cc3ccc(C)cc3)c3cc(C)ccc23)cc1
 : -1 | 102.0
CCOC(=O)C1=C(C)NC(C)=C(C(=O)OCC)C1C1=COCCO1
 : 0.4 | 103.0
Cc1ccc(C(=O)CC2(O)C(=O)N(CCc3ccccc3)c3ccc(Br)cc32)cc1 (configuration not stated)
 : 0.1 | 105.0
CCOc1ccc(N(CC(=O)NCc2ccc(OC)cc2)S(=O)(=O)c2c(C)[nH]c(=O)[nH]c2=O)cc1
 : -0.6 | 103.0
COCCN(Cc1ccco1)C(=O)c1cc2c(s1)-c1ccccc1OC2
 : -0.3 | 100.0
Cc1ccccc1-c1noc(-c2cccnc2NCc2ccco2)n1
 : 0.5 | 110.0
COc1ccc(C2(C(=O)NCc3ccco3)CCOCC2)cc1
 : 0.1 | 102.0
Cc1c(C(=O)Nc2ccccc2Br)oc2ccc(S(=O)(=O)N3CCOCC3)cc12
 : -1.7 | 104.0
CC(Cc1ccccc1)NC=O (configuration not stated)
 : -0.5 | 99.0
c1ccc(-c2nc(-c3ccco3)cs2)nc1
 : 0 | 102.0
Cc1cccc(NC(=O)CCn2nc(C)c3c(C)n(-c4ccccc4)nc3c2=O)c1C
 : -0.3 | 107.0
O=C(NCc1ccccc1)C1C2CC3OC(=O)C1C3C2 (configuration not stated)
 : -0.2 | 101.0
Cc1c(C(=O)Nc2ccccc2)sc2ncn(CC(=O)N3CCOCC3)c(=O)c12
 : 0.2 | 102.0
Cc1nn(CC(O)c2ccccc2)c(C)c1Br (configuration not stated)
 : 0 | 102.0
Cc1oc(-c2ccc(C(=O)NCc3ccccn3)cc2)nc1Cn1cccn1
 : -1.4 | 99.0
Cc1cc(C)c(C)c(S(=O)(=O)N2CCSCC2)c1C
 : -0.7 | 101.0
COc1ccccc1CNC(=O)CCCn1c(=O)c2ccccc2n(Cc2ccc(F)cc2)c1=O
 : -1.6 | 101.0
CC(C(=O)N/C(N)=N/c1nc2ccccc2s1)N1C(=O)c2ccccc2C1=O (configuration not stated)
 : -0.5 | 99.0
Cc1[nH]c(=O)c(C#N)c(C)c1CCC(=O)NC1(C)CCS(=O)(=O)C1 (configuration not stated)
 : -0.1 | 101.0
CCCCC1SC(/N=C/c2ccc(Cl)cc2)=NNC1=O (configuration not stated)
 : 0.2 | 106.0
COc1ccc(Cl)cc1NS(=O)(=O)c1c(C)[nH]c(=O)[nH]c1=O
 : 0.3 | 109.0
Cc1ccc2[nH]c(CSc3nnc(NC(=O)c4ccccc4F)s3)cc(=O)c2c1
 : 0.4 | 108.0
COc1ccc(C2CC(=O)c3c([nH]c(C(=O)OC4CCCCCC4)c3C)C2)cc1 (configuration not stated)
 : 0.3 | 107.0
O=C(CCNC(=O)c1ccc(Br)cc1)Nc1nc2ccccc2[nH]1
 : 0.2 | 104.0
NC1=NC(=O)C(CC(=O)Nc2ccccc2)S1 (configuration not stated)
 : 0.2 | 102.0
OC(COc1ccc(Br)cc1)CN1CCCN(c2nc3ccc(Cl)cc3s2)CC1 (configuration not stated)
 : -1.6 | 96.0
CN(C)S(=O)(=O)c1ccc(NC(=O)CSc2ncccn2)cc1
 : 0 | 103.0
CCC(=O)C1=C(c2ccccc2)N(C(=O)CC)n2c(nnc2-c2ccccc2)S1
 : 0.2 | 107.0
CCn1c(SCC(=O)c2ccc(Br)cc2)nnc1-c1ccncc1
 : -0.4 | 100.0
Cc1cccc(Cn2c(C)c(CNC3CCCCC3)c(C(=O)O)c2C)c1
 : 0 | 108.0
CCN(CC)S(=O)(=O)c1ccc2c(c1)nc(CCC(=O)OCC#N)n2C
 : 1.7 | 114.0
CCN(C(=O)C(=O)Nc1ccc2nc3n(c(=O)c2c1)CCCCC3)c1ccc(F)cc1
 : 0.3 | 108.0
Cc1sc2nc(N)c(C#N)c(C)c2c1C
 : -0.3 | 101.0
OC(CCCN1CCCCC1)(c1ccccc1)c1ccccc1
 : -0.3 | 99.0
COC(CNS(=O)(=O)c1ccc(S(=O)(=O)NC2CC2)cc1)OC
 : 1.2 | 105.0
Oc1ccccc1C1=Nc2ccccc2N=C(c2ccc(Cl)cc2)C1
 : -0.2 | 101.0
O=C(CSc1ncn[nH]1)Nc1ccc(OCc2ccccc2)cc1
 : 0.2 | 104.0
COc1ccccc1NC(=O)CN1C(=O)CCSc2ccccc21
 : 0.3 | 106.0
COC(=O)c1cccc(NC(=O)N(C)CCc2c(C)nn(C)c2C)c1
 : 0 | 106.0
O=C(OCc1cccc(COC(=O)c2ccccc2)c1F)c1ccccc1
 : -0.2 | 102.0
COc1cccc(N2C(N)=NC(N)=NC2(C)C)c1
 : 0.7 | 105.0
Cc1cc(C)cc(NC(=O)CSc2nc3c(oc4ccccc43)c(=O)n2-c2ccccc2F)c1
 : -0.7 | 102.0
CCCc1nnc(NC(=O)c2oc3cc(C)c(C)cc3c2C)s1
 : -0.4 | 100.0
N#C/C(=C/C=C/c1ccco1)c1nc2ccccc2[nH]1
 : 1.7 | 110.0
O=C(c1ccc(Cl)c(S(=O)(=O)N2CCOCC2)c1)N1CCN(c2ccccc2F)CC1
 : 1.1 | 107.0
CCc1ccc(NC(=O)C2CCCN(c3nnc(C)c4c(C)n(-c5ccccc5)nc34)C2)cc1 (configuration not stated)
 : 1.5 | 114.0
COc1ccc(CCNC(=O)c2c(O)nc3c(C)cccn3c2=O)cc1
 : 3.3 | 116.0
CNCc1cccs1
 : 0 | 104.0
COc1ccccc1CNC(=O)CCCn1c(=O)c2ccccc2n(CC(=O)Nc2ccc(C)cc2Cl)c1=O
 : -0.7 | 103.0

Complete entries, looked up by structure. Order of screens: Polio RdRp inh FP z-score	Polio RdRp inh
Cc1ccc(/C=c2\sc3ncnn3c2=O)o1 is entered as -2.8	90.0
Cc1cc(C)c(C)c(S(=O)(=O)N2CCSCC2)c1C is entered as -0.7	101.0
O=C(Cn1cnc2c(nc3n2CCCCC3)c1=O)N1CCCCCC1 is entered as 0.1	103.0
CC(Cc1ccccc1)NC=O (configuration not stated) is entered as -0.5	99.0

(further entries)
Below each SMILES – Polio RdRp inh FP z-score | Polio RdRp inh
Cc1cc(-c2ccc(S(=O)(=O)N3CCC(C)CC3)cc2)on1
 : 0.4 | 103.0
Cc1ccc(OCCOc2ncnc3sccc23)cc1
 : -0.3 | 101.0
O=C(c1cccnc1)N(Cc1ccco1)Cc1cc2ccccc2[nH]c1=O
 : -0.2 | 101.0
CCn1c(CN2CCCCC2)nc2cc(NC(=O)c3cccc([N+](=O)[O-])c3)ccc21
 : 0.1 | 105.0
Cc1ccn2c(Nc3ccc(C(C)C)cc3)c(-c3cccs3)nc2c1
 : -0.2 | 108.0
COc1cccc(CNC(=O)Cn2c(=O)n3nc(-c4cccc(F)c4)nc3c3ccccc32)c1
 : -0.4 | 104.0
O=C(Nc1ccc(Br)cc1)c1ccc(F)c(S(=O)(=O)N2CCCc3ccccc32)c1
 : 0.9 | 112.0
CCCSc1ncc(Cl)c(C(=O)NCc2ccc(C)cc2)n1
 : -1.2 | 102.0
COC(=O)CCC(=O)Nc1ccccc1
 : 0 | 103.0
COCCNc1ccc2cc(S(=O)(=O)N3CCCCC3)ccc2n1
 : -0.6 | 104.0
Cc1cc2n(n1)C(O)(C(F)(F)F)CC(O)(C(F)(F)F)N2 (configuration not stated)
 : 0 | 100.0
Cc1nc2c(C(=O)NCCC(C)C)c[nH]n2c(=O)c1Cl
 : -0.2 | 101.0
CCCCC(=O)Nc1ccc(NC(=O)C2CC2)nc1
 : -1.4 | 94.0
CC(=O)N1CCc2c(sc3c2c(=O)n(Cc2ccccc2)c(=O)n3Cc2ccc(Cl)cc2)C1
 : -0.1 | 104.0
COc1ccc(CN2CCC(C(=O)NC3CCCC3)CC2)cc1
 : -0.3 | 100.0
COc1ccccc1CC(=O)Nc1ccc2nc(Nc3cccc(C(F)(F)F)c3)cc(C)c2c1
 : 1 | 110.0

Source: PubChem BioAssay
